FadD28 FP inh = blocks FadD28 binding to the bisubstrate probe | inhibition, % at 12.5 µM | AID 588549 | fluorescence polarization | 360,000 tested, 0.22% active; in the data active = inhibition above about 8.5%, passing the limit was not always enough; inconclusive = no clear call, values can overlap the other calls
Mtb BioA inh = blocks M. tuberculosis BioA enzyme activity; 360,000 tested, 0.096% active; purified M. tuberculosis BioA enzyme, plate reader; inhibition, % at 9.99 µM; in the data active = inhibition above about 40%; inconclusive = no clear call, values can overlap the other calls
GDH-TPI inh = inhibits GDH-TPI coupling enzymes, artifact for Mtb FBA screen; GDH-TPI coupled enzyme counterscreen, NADH absorbance; inhibition, % at 4.8 µM; 360,000 tested, 1.2% active; in the data active = inhibition above about 30%;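 also: 0% = DMSO wells and 100% = wells lacking the enzyme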
FBA Mtb inh = inhibits M. tuberculosis FBA enzyme; P9WQA3; purified M. tuberculosis FBA, fluorescence read-out; inhibition, % at 1 µM; 360,000 tested, 2.3% active; AID 588726; in the data active = inhibition above about 27%;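 also: 0% = vehicle and 100% = reference inhibitor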
Target sequence (P9WQA3 whole entry, looked up): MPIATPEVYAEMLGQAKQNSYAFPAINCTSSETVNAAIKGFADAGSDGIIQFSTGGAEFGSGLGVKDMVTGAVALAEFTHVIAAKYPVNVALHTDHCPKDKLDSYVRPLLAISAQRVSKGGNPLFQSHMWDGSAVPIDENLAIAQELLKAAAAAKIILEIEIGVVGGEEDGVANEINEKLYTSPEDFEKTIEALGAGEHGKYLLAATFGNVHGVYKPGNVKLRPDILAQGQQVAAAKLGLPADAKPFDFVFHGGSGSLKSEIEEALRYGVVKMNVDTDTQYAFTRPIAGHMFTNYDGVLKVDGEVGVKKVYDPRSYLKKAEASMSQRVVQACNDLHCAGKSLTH
BoNT F protease = BoNT F light chain protease inhibition; Multiplex microsphere protease cleavage assay, flow cytometry; inhibition, % at 10 µM; 360,000 tested, 0.22% active; AID 588497; in the data active = inhibition above about 35%, passing the limit was not always enough; inconclusive = no clear call, values can overlap the other calls; also: plate controls were buffer without enzyme for full effect and enzyme alone for no effect
BoNT-A LC inh2 = inhibitors of Botulinum neurotoxin A light chain protease. multiplex microsphere protease substrate cleavage, flow cytometry. inhibition, % at 10 µM. 360,000 tested, 0.17% active; also: plate controls were buffer without enzyme for full effect and enzyme alone for no effect
PfHsp40 rescue = rescue of PfHsp40-mediated yeast toxicity. S. cerevisiae expressing PfHsp40, growth rescue, ATP luminescence. growth rescue, % at 12.5 µM. AID 504582. 340,000 tested, 0.68% active; in the data active = growth rescue above about 28%, passing the limit was not always enough; inconclusive = no clear call, values can overlap the other calls;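 also: yeast W303a lacking pdr1 and pdr3 grown in galactose medium; growth measured after three days at 30 °C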
Anthrax LF prot = blocks Bacillus anthracis lethal factor protease | P15917 | multiplex microsphere protease cleavage assay, LF | inhibition, % at 10 µM | 360,000 tested, 0.12% active; also: plate controls were buffer without enzyme for full effect and enzyme alone for no effect
Mtb UGM inh = blocks M. tuberculosis UGM enzyme; inhibition, % at 10 µM; 320,000 tested, 0.06% active; purified UGM, fluorescence polarization probe displacement; P9WIQ1; in the data active = inhibition above about 10%, passing the limit was not always enough; inconclusive = no clear call, values can overlap the other calls
Target sequence (P9WIQ1 whole entry, looked up): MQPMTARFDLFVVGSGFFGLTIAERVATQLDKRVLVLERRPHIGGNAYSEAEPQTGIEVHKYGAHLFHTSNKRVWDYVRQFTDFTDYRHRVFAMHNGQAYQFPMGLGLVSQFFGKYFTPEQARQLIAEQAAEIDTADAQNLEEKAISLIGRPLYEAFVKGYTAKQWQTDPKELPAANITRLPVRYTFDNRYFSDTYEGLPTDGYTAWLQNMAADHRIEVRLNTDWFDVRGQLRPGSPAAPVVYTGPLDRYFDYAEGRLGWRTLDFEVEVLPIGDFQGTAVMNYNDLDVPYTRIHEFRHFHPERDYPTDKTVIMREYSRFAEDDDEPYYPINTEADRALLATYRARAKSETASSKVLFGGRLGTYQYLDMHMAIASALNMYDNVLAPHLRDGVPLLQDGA
Starred values were filed as active, the others as inactive; ? = inconclusive; · = not tested or not shown. Rule as the data show it, unless noted: active = inhibition above about 30%; inconclusive = no clear call, values can overlap the other calls; inactive = below that.

SMILES	FadD28 FP inh	Mtb BioA inh	GDH-TPI inh	FBA Mtb inh	BoNT F protease	BoNT-A LC inh2	PfHsp40 rescue	Anthrax LF prot	Mtb UGM inh
Cc1ccc([C@H]2C[C@H](O)[C@@H](n3cc(COC(=O)c4ccccc4)nn3)CN2C(=O)C2CCCCC2)cc1	-0.2	0.2	2	-2	-1	0.0	·	-5	·
O=C(/C=C/c1cccs1)Nc1ccc(S(=O)(=O)Nc2ncccn2)cc1	-4.7	-1.4	45*	2	-2	-0.4	1.9	-4	3.5
CCN1C(=O)NC(c2cc(Br)ccc2OC)C(C(=O)OC)=C1C (stereo unspecified)	0.8	2.3	0	0	16	-0.7	6.2	1	0.1
COc1ccc(C(=O)CSc2nc(SC)ns2)cc1OC	0.2	-0.8	7	1	-3	0.4	-0.3	-2	2.1
COCCNC(=O)c1cccc2c(-c3ccnn3C)coc12	-2.2	0.5	-2	-1	-4	0.0	·	-2	·
O=S1(=O)CC/C(=N\Nc2ccccc2)c2ccsc21	0.5	·	11	2	3	0.6	0.4	7	1.0
O=C(COC(=O)c1ccc(Cl)c(S(=O)(=O)N2CCCCC2)c1)NCCc1ccccc1	-1.7	-0.7	8	3	2	-0.1	1.7	1	·
O=S(Cc1ccc(Cl)cc1)CC(O)COc1ccc(Cl)cc1 (stereo unspecified)	-1.3	-1.1	3	1	-2	0.1	-0.7	-4	2.0
COc1ccc(C(C)=O)cc1COC(=O)c1cc(=O)c2ccccc2o1	·	0.0	4	0	-2	0.2	-1.1	0	-0.5
CC(C)Sc1cc(N2CCCC2)nc(-c2ccccc2)n1	-3.7	·	-7	3	-1	-0.4	0.5	-7	-1.3
CCCC(=O)NC(=S)Nc1ccc(N2CCN(C(=O)c3cccs3)CC2)cc1	-0.1	-1.4	10	-3	7	0.4	0.6	-2	2.5
NCCc1c[nH]c2ccc(O)cc12	-2.8	-0.7	-8	-3	-11	-1.1	-1.4	-4	-0.8
Cc1ccc(C(=O)OCC(=O)NCC2CCCO2)c(C)c1 (stereo unspecified)	0.0	·	0	1	-3	-0.3	-0.5	-8	1.7
O=C(OCc1ccccc1)/C(=C/c1cccc(Br)c1)NC(=O)c1ccco1	-4.0	-0.5	1	-2	-15	2.4	4.7	0	1.0
COc1cccc2cc(-c3nnc(SCC(=O)Nc4cc(C(F)(F)F)ccc4Cl)n3N)oc12	-3.0	1.1	17	2	-3	-2.1	0.4	3	5.0
CC(C)(C)c1cn(-c2ccc(F)cc2)c(=S)[nH]1	3.1	-0.7	7	1	9	?	0.6	0	0.5
CC(C)c1nnc(NC(=O)c2ccc(S(=O)(=O)N3CCOCC3)cc2)s1	-1.5	-3.6	-3	1	-4	-0.6	-1.2	2	-2.4
CCCc1cc(=O)oc2cc(OCC(=O)N(C)C)c(Cl)cc12	-1.2	-3.2	3	0	-6	-0.3	2.6	-2	-0.1
CCCCCCNC(=O)CC(c1ccccc1)c1cc(Br)ccc1O (stereo unspecified)	-1.9	-1.9	4	-1	4	0.4	40*	1	0.1
Cc1ccc(S(=O)(=O)N(C)C)cc1NC(=O)COC(=O)c1ccc2ccccc2n1	-0.8	0.2	2	2	-5	-1.8	0.7	-1	·
CCC1c2ccccc2C(=O)C1C(N)=O (stereo unspecified)	-0.6	·	5	6	-4	0.1	1.7	-2	·
CCn1c2ccccc2c2cc(NC(=O)CSc3nnc(-c4ccc(OC)c(OC)c4)n3N)ccc21	0.1	-0.1	3	1	-20	3.1	0.3	12	-0.3
O=C(CCN1C(=O)/C(=C/c2ccccc2Cl)SC1=S)NC1CCCC1	-4.5	-1.3	-4	-1	9	5.0	-0.9	-4	2.2
Cc1ccc(Nc2nnc(SCC3CCCCO3)s2)cc1 (stereo unspecified)	-2.0	2.2	5	-3	0	-0.2	2.4	-1	2.3
CC(=O)c1ccc(-n2c(=O)[nH]c(=O)c3c(N)c(C(=O)c4ccc(Cl)cc4)sc32)cc1	-1.0	5.1	18	5	-2	0.1	-0.4	5	1.5

Among those listed so far, 4 contain a thiophene ring, fused or not.
SMILES	FadD28 FP inh	Mtb BioA inh	GDH-TPI inh	FBA Mtb inh	BoNT F protease	BoNT-A LC inh2	PfHsp40 rescue	Anthrax LF prot	Mtb UGM inh
O=C(/C=C/c1cccs1)Nc1ccc(S(=O)(=O)Nc2ncccn2)cc1	-4.7	-1.4	45*	2	-2	-0.4	1.9	-4	3.5
O=S1(=O)CC/C(=N\Nc2ccccc2)c2ccsc21	0.5	·	11	2	3	0.6	0.4	7	1.0
CCCC(=O)NC(=S)Nc1ccc(N2CCN(C(=O)c3cccs3)CC2)cc1	-0.1	-1.4	10	-3	7	0.4	0.6	-2	2.5
CC(=O)c1ccc(-n2c(=O)[nH]c(=O)c3c(N)c(C(=O)c4ccc(Cl)cc4)sc32)cc1	-1.0	5.1	18	5	-2	0.1	-0.4	5	1.5

(list continues)
SMILES	FadD28 FP inh	Mtb BioA inh	GDH-TPI inh	FBA Mtb inh	BoNT F protease	BoNT-A LC inh2	PfHsp40 rescue	Anthrax LF prot	Mtb UGM inh
O=C1c2ccccc2CCCC12N=NCC2c1cccc2ccccc12 (stereo unspecified)	0.7	-2.1	8	5	-12	-0.4	109*	-4	0.6
COc1ccccc1C(=O)COC(=O)c1cc([N+](=O)[O-])ccc1N1CCOCC1	-11	-1.1	4	-4	-7	-1.1	1.8	0	-0.3
CCCC(c1nnnn1Cc1ccccc1)N1CCN(c2ccccc2OC)CC1 (stereo unspecified)	-1.0	1.7	8	-1	-4	0.0	1.4	-2	-0.1
Cc1onc(-c2c(Cl)cccc2Cl)c1C(=O)Nc1ccc(C(N)=O)cc1	-5.7	0.9	9	-1	-28	-2.7	2.1	3	-0.1
CN(C)c1ccc(C(=O)Nc2cccc(S(=O)(=O)N3CCCC3)c2)cc1	·	-3.0	18	-4	8	-2.5	-0.2	3	·
CCC(C)C(N)C1=NC(C(=O)N[C@@H](CC(C)C)C(=O)N[C@H](CCC(=O)[O-])C(=O)N[C@H](C(=O)N[C@H]2CCCCNC(=O)[C@H](CC(N)=O)NC(=O)[C@@H](CC(=O)[O-])NC(=O)[C@H](Cc3cnc[nH]3)NC(=O)[C@@H](Cc3ccccc3)NC(=O)[C@H]([C@@H](C)CC)NC(=O)[C@@H](CCCN)NC2=O)[C@@H](C)CC)CS1.[Zn+2] (stereo partly specified)	-4.9	-0.9	-16	-1	-82	-3.7	0.4	-13	·
CC(O)COc1ccc(/C(=N/O)c2ccccc2)cc1 (stereo unspecified)	-0.9	0.8	-1	1	3	1.0	-0.4	-2	-1.4
Cc1c(Br)cccc1NC(=O)C1(C)CCN1Cc1ccc(OC(C)C)cc1 (stereo unspecified)	-3.8	-2.7	-2	-3	-16	-0.2	·	0	·
O=C(c1ccc2c3n(nc2c1)-c1ccc(Cl)cc1CO3)N1CCCCC1	-3.5	0.0	-3	3	-3	0.7	-0.6	8	0.4
CCOC(=O)c1c(C)[nH]c(C)c1C(=O)COC(=O)c1nc2nccc(C)n2n1	-2.4	0.2	-7	0	-1	0.1	-1.3	-3	·
C=CCn1c(SCC(=O)Nc2ccc(S(N)(=O)=O)cc2)nnc1-c1cnccn1	0.3	-4.2	8	4	9	2.3	0.8	-4	0.0
O=C(CNC(=O)/C(=C\c1ccc(Br)cc1)NC(=O)c1ccccc1)OCc1ccccc1	-1.1	0.6	9	-1	0	-0.8	-0.7	-2	-3.3
Cn1c(NCc2ccco2)nc2ccccc21	-0.8	-1.0	-3	-4	12	?	0.1	-3	0.5
Cc1ccc(S(=O)(=O)N2CCC(=O)N(C(COCc3ccc(Cl)cc3)C(C)C)CC2)cc1 (stereo unspecified)	-2.0	-1.2	6	1	3	0.3	2.0	-5	0.5
CCSc1nnc(NC(=O)CSc2nnc(-c3c[nH]c4ccccc34)n2C)s1	-1.4	1.0	7	3	-20	-1.0	-1.1	3	0.2
O=C1c2cccnc2C(=O)N1Cc1ccc2c(c1)OCO2	-0.7	0.2	8	0	3	1.8	0.5	0	-3.9
CN(Cc1ccco1)C(=O)C(Cc1ccccc1)NS(=O)(=O)c1ccc2c(c1)CCC(=O)N2 (stereo unspecified)	-0.9	-0.9	6	2	5	-0.5	-0.4	3	1.5
CCCN1C(=O)C(=O)c2cc(C)ccc21	-0.5	-0.5	7	0	5	0.1	1.2	-7	-2.1
COC(=O)c1ccccc1NC(=O)CNC(=O)c1ccc(OC)c(OC)c1	2.8	·	4	0	-3	0.3	-0.6	-6	-0.2
COc1ccc(Br)cc1S(=O)(=O)N(CC(=O)N1CCN(C)CC1)c1ccccc1	-1.3	-0.1	-1	2	10	-0.2	0.8	-3	1.3
CCC(C)n1c(NC(=O)c2ccccc2)c(C#N)c2nc3ccccc3nc21 (stereo unspecified)	2.5	-1.1	16	18	13	27	0.2	16	0.3
CCc1nnc(NC(=O)c2oc3ccccc3c2COC(C)C)s1	-4.5	5.0	21	0	-1	-0.2	0.9	-1	2.1
CCOC(=O)c1nnn(CC(=O)NC(=O)Nc2ccccc2)c1C(=O)OCC	1.1	·	3	-1	4	0.1	-2.0	1	-1.2
CCC1Nc2ncnc(N3CCCCC3)c2N(Cc2ccc(Br)cc2)C1=O (stereo unspecified)	-2.9	-0.5	6	-1	-7	-0.7	0.2	-6	-0.3
CN(CCc1cn[nH]c1)Cc1nc(Cc2ccccc2)no1	0.8	-0.6	2	0	-11	-0.9	0.2	-6	-1.4

Some entries already given, showing only GDH-TPI inh:
| compound | GDH-TPI inh |
| --- | --- |
| Cn1c(NCc2ccco2)nc2ccccc21 | -3 |
| CC(O)COc1ccc(/C(=N/O)c2ccccc2)cc1 (stereo unspecified) | -1 |

Next records:
SMILES	FadD28 FP inh	Mtb BioA inh	GDH-TPI inh	FBA Mtb inh	BoNT F protease	BoNT-A LC inh2	PfHsp40 rescue	Anthrax LF prot	Mtb UGM inh
Cc1cc(C(=O)CSc2nn3c(=O)c(C(C)(C)C)nnc3s2)c(C)n1C1CC1	0.4	·	6	-1	-2	-1.3	1.1	-8	1.2
CCCc1oc(C(=O)O)cc1CN1CCCC1	-1.0	-2.4	4	0	3	0.5	1.6	-1	0.4
COc1ccc2[nH]cc(C3N4CC5(C)CN3CC(C)(C4)C5=O)c2c1 (stereo unspecified)	-3.4	-0.8	-3	-2	-19	-0.9	0.5	-2	-0.9
CCCCCCCC(=O)N/N=C/c1cccnc1	-1.0	21	3	0	3	-0.6	-0.8	2	3.7
CCC(CC)C(=O)Oc1c(Sc2ccccc2[N+](=O)[O-])c(C)nn1C(C)(C)C	-1.1	·	-5	-3	-4	-1.7	0.8	-1	-1.4
COc1ccc(C)cc1Nc1n[n+](-c2ccccc2)c(-c2ccc(NC(C)=O)cc2)s1	-0.4	0.2	11	1	-24	1.3	0.2	4	-3.4
CCCCC(CC)COC1(c2ccccc2)OC(=O)c2ccccc21 (stereo unspecified)	-1.9	-0.3	-1	-1	-16	-1.5	0.9	-4	-1.1
CCn1cc(C=C2C(=O)c3ccccc3C2=O)c2ccccc21	0.4	-0.1	-2	-4	19	70*	-0.3	34*	·
O=C(NCCNCc1ccc(F)cc1)c1ccco1	-3.6	-2.0	-7	4	-11	-0.2	-0.2	-9	2.3
CC(NC(=O)C(Cc1ccccc1)n1cccc1)c1ccccc1 (stereo unspecified)	-6.0	·	-3	-2	6	-0.7	0.9	-5	-1.2
O=C(NCc1cccc(F)c1F)C1CCC(=O)N(C2CCCCCC2)C1 (stereo unspecified)	-4.5	2.1	-1	-1	7	1.6	1.1	1	-0.1
O=C(Nc1ccccc1)C1CCCN1S(=O)(=O)c1cccs1 (stereo unspecified)	0.6	0.2	-5	2	-14	-3.5	0.3	-2	2.1
O=S(=O)(Cc1ccccc1)Cc1cnc(Cl)s1	-0.1	-0.2	-2	0	-9	0.3	-0.2	-3	1.1
COc1cccc(Nc2nc(C)cc(C)c2C#N)c1	-0.9	-0.2	8	0	-2	0.5	0.2	0	-1.3
O=C(Nc1ccccc1)c1ccc[n+](Cc2ccc([N+](=O)[O-])cc2)c1	-0.8	1.1	12	1	-18	0.5	-1.0	-4	-2.0
